Compound activity (PubChem BioAssay)
bCat nuc transl = modulators of beta-catenin nuclear translocation. HeLa beta-catenin nuclear translocation, immunofluorescence imaging. nuclear translocation activity, % at 5 µM. actives 0.3% (n = 190,000);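 active means nuclear translocation activity above 50% at 5 µM, with a well cell count of 50 or more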;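 further: per-cell ratio of nuclear to cytoplasmic median beta-catenin stain intensity; plate controls were DMSO negative control for no effect and GSK-3 inhibitor IX positive control for full effect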
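Test system: human HeLa cells, endogenous beta-catenin. Times: 24 h compound exposure, 37°C. Measured by: beta-catenin immunofluorescence imaging with DAPI.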
WT yeast gro inh = growth inhibition of WT yeast, mitochondrial fusion screen | AID 1362 | inhibition, % at 10 µM | actives 2.1% (n = 190,000) | mitochondrial fusion phenotypic screen, WT strain; in the data active means inhibition above about 58%; tested in S. cerevisiae
MT stabilize HCS = microtubule stabilizers in HeLa cells. HeLa tubulin immunostaining HCS, 24 h; share of cells brighter than vehicle mean+2SD. % tubulin-high responders, % at 10 µM. actives 0.83% (n = 200,000). AID 2205;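 active means plate Z-score above 3 for both tubulin-high and condensed-nucleus cell shares, with cell loss under 80%, at 10 µM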;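 further: anti alpha tubulin signal scored within the nucleus-defined area of each cell; some results filed as inactive read as strong as hits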
Insulin prom up = MIN6 insulin promoter up-regulation. actives 0.3% (n = 190,000). AID 1625. z-score at 5 µM. MIN6 insulin promoter-GFP reporter, high-content imaging; active compounds read high;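 active means z-score above 3 at 5 µM with at least 500 cells counted in the well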
Dynein cargo inh = blocks dynein driven cargo transport along microtubules; 3617.4 mouse cells, GR-EGFP nuclear translocation imaging; test concentration mostly 20 µM; stimulated with dexamethasone, 1 µM; active compounds read low; z-score, hits read low; actives 0.47% (n = 220,000); AID 1381;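 active means plate z-score of nuclear minus cytoplasmic receptor signal below a set negative limit, without overly bright fluorescence or cell loss, cut at about -3.5 in these data, passing the limit was not always enough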;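 further: z-score of nuclear minus cytoplasmic ring GR-EGFP intensity difference per well; some compounds called inactive have numbers as strong as hits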
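Buffer or medium: tet-free, stripped-serum medium; reagent: dexamethasone at 1.0 µM final, 30 min; incubation: 48 h induction, 1 h compound, 30 min dex at 37 °C; measured by: formaldehyde fixation, Hoechst nuclear stain, 10x automated fluorescence imaging; read-out: nuclear-to-cytoplasmic GR-EGFP distribution per well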
PMI inhibition = human PMI inhibitors, high substrate, primary screen, biochemical, fluorescence intensity, high mannose 6-phosphate (AID 1220) | recombinant PMI enzyme, coupled fluorescence intensity; higher % means a stronger effect | one-dose inhibition, % at 20 µM; IC50 in µM for titrated hits | actives 0.66% (n = 190,000)
human PMI inhibition = inhibitors of human PMI, primary screen, biochemical, fluorescence intensity, coupled assay (AID 1209). purified PMI enzyme, coupled fluorescence intensity; higher % means a stronger effect. one-dose inhibition, % at 20 µM; IC50 in µM for titrated hits. actives 0.42% (n = 190,000);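 further: plate controls were DMSO vehicle for no effect and wells lacking substrate for full effect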
Yfh1-depleted yeast = enhancers of respiration in Yfh1-depleted yeast, dose response, Friedreich's ataxia, plus single-dose screen (AID 1465). S. cerevisiae Yfh1-off respiration, WST-1 reduction, 72 h; higher fold induction means a stronger effect. fold induction at 50 µM; hits with a dose series show EC50 in µM. actives 0.074% (n = 220,000);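 active means fold induction of absorbance versus untreated yeast above a set limit, then at least 30% activation at any dose in follow-up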;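 further: activators that raise dye reduction in frataxin-depleted yeast; strong numbers were not always called active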
Autophagy HCS = alters autophagy in cells; MEF GFP-LC3 puncta imaging; test concentration mostly 10 µM; calls only at 10 µM (by protocol); actives 0.98% (n = 190,000); AID 463193;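 active means percentage of spot-positive cells more than 3 SD above its plate mean, without a fluorescence outlier flag or 80% toxicity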;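 further: spot-positive cell cutoff set from DMSO-treated cells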
WT yeast gro inh mutant strain = recorded beside WT yeast gro inh, whose call it bears; inhibition, %; mitochondrial fusion phenotypic screen, mutant strain inhibition
Dynein cargo inh cytoplasmic EGFP = second read-out of Dynein cargo inh, no call of its own (marks repeat the call); z-score; measured here: cytoplasmic GR-EGFP intensity; active compounds read high
Dynein cargo inh nuclear GR-EGFP = recorded beside Dynein cargo inh, whose call it bears; z-score; measured here: nuclear GR-EGFP intensity;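 lower value marks the stronger effect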
Dynein cargo inh cell count = recorded beside Dynein cargo inh, whose call it bears; z-score; measured here: cell count per field
Insulin prom up cell count = second read-out of Insulin prom up, no call of its own (marks repeat the call); cell count; measured here: cytotoxicity, nuclei count;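 total cells summed across four imaged fields per well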
bCat nuc transl cell count 5 µM = also measured in bCat nuc transl; calls as there; cell count; measured here: cell count, cytotoxicity flag
MT stabilize HCS Hoechst-high % = further read-out of MT stabilize HCS, marked with its call; % Hoechst-high responders; measured here: nuclear condensation Hoechst responders;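 share of cells brighter than vehicle mean plus two SD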
MT stabilize HCS cytotoxicity % = further read-out of MT stabilize HCS, marked with its call; toxicity, %; measured here: cytotoxicity by cell density;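 0% = mean cell density of plate MIN control wells and 100% = no cells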
Autophagy HCS cell loss 18 h = also measured in Autophagy HCS; calls as there; toxicity, %; measured here: cell loss, nuclei count;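 cell loss after 18 h compound exposure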
Starred values were filed as active, the others as inactive; i = inactive; . = not tested or not shown. Unless noted, no stated cut-off is given here; in the data, active means inhibition above about 50%; inactive means the rest.

Screens in order: MT stabilize HCS Hoechst-high %	human PMI inhibition	WT yeast gro inh mutant strain	bCat nuc transl cell count 5 µM	MT stabilize HCS cytotoxicity %	Insulin prom up	Yfh1-depleted yeast	Dynein cargo inh cell count	Autophagy HCS cell loss 18 h	Dynein cargo inh cytoplasmic EGFP	PMI inhibition	WT yeast gro inh	Dynein cargo inh	Insulin prom up cell count	bCat nuc transl	Dynein cargo inh nuclear GR-EGFP	MT stabilize HCS	Autophagy HCS
CCOc1ccc2[nH]c(=O)c(C(c3nnnn3CC3CCCO3)N3CCc4ccccc4C3)cc2c1 (stereo unspecified)
  1.5	-23%	2	1152	4.3	-0.73	i	0.16	15	-0.15	9%	-8	-1.3	1056	3.1	-0.091	1.6	i
COc1ccc(C(=O)c2c(N)sc3c2CCN(C(=O)OC(C)(C)C)C3)cc1
  .	.	.	1279	.	-0.32	i	-0.33	.	-0.089	.	.	-1.2	987	0.7	-0.18	.	.
COC(=O)c1c(NC(=O)CN2CCN(S(=O)(=O)c3ccccc3[N+](=O)[O-])CC2)sc2c1CCC(C)C2 (stereo unspecified)
  3.5	9%	-8	1015	5.0	-0.24	i	0.85	-4	0.56	12%	-6	-0.39	1272	2.7	-0.55	1.1	i
COc1ccc2c(=O)c3c(=O)n(Cc4ccco4)c(C(C)C)nc3oc2c1
  1.6	0%	-4	988	7.7	0.1	i	0.74	-2	-0.23	-3%	7	0.31	1148	0.4	-0.56	3.9	i
COc1ccc2nc(SCC(=O)Nc3cc(OC)c(OC)cc3C(=O)O)c(C)cc2c1
  1.9	-4%	-12	1020	6.8	0.07	i	0.58	-13	-0.34	2%	-5	-0.64	1272	-1.2	-0.26	3.5	i
CCOc1cc(NC(=O)c2cccs2)c(OCC)cc1NC(=O)CCC(=O)NCCN1CCOCC1
  1.9	7%	5	1052	5.0	-1.2	i	0.82	5	-0.32	11%	4	-0.75	1459	-0.7	-0.25	3.3	i
COC(=O)CCCCCCCCCCN1CCCCC1
  2.0	16%	6	1107	7.2	0.97	i	0.78	7	-0.27	6%	2	-0.093	1646	-0.9	-0.11	3.0	i
N#CC(Sc1ccccn1)c1ccc(Cl)cc1 (stereo unspecified)
  1.5	3%	45*	1034	4.8	2.2	i	-0.36	-9	-0.31	-3%	73*	0.58	1148	0.3	0.23	1.4	i
O=S(=O)(Cc1ccccc1)NCC1CCCN(Cc2cccc3nonc23)C1 (stereo unspecified)
  1.0	13%	6	1023	2.3	-0.45	i	0.31	-3	-0.21	12%	8	1.8	1481	-0.8	0.044	4.8	i
O=C1C2C3C=CC(C3)C2C(=O)N1CC1CCCO1 (stereo unspecified)
  2.5	7%	12	.	8.0	-0.73	i	0.24	-1	-0.11	7%	5	-0.87	1230	.	-0.43	2.3	i
COc1cccc(C(=O)Nc2cccc(C(=O)N3CCOCC3)c2)c1
  3.0	0%	14	.	2.9	0.14	i	0.44	-1	-0.25	1%	9	0.16	1307	.	0.099	4.5	i
Cc1ccc(N2CCN(C(=O)NC3CCCCC3)CC2C)cc1 (stereo unspecified)
  .	.	.	1305	.	-1.4	i	-0.024	.	-0.21	.	.	-0.51	1144	0.0	0.17	.	.
CC1CCCN(S(=O)(=O)c2cccc(-c3cn4cccnc4n3)c2)C1 (stereo unspecified)
  3.5	2%	2	1422	7.9	-0.25	.	-0.75	20	-0.22	-2%	14	0.43	1425	0.5	0.54	4.4	i
COc1cccc(CNC(=O)c2ccccc2N)c1
  1.7	15%	10	1161	3.3	-0.66	i	-0.27	3	-0.22	13%	2	-0.42	1268	-3.8	-0.9	3.0	i
Cc1ccc(/C=C/C(=O)O)cc1S(=O)(=O)NC1CCS(=O)(=O)C1 (stereo unspecified)
  1.2	4%	15	1496	8.1	0.55	i	0.04	-3	-0.34	1%	-6	0.4	1419	0.1	0.11	4.9	i
Cc1ccc(N/C=C2\C(=O)N(c3ccc(F)cc3F)C(c3cccnc3)S2(=O)=O)cc1 (stereo unspecified)
  .	.	.	1376	.	0.84	i	0.72	.	-0.29	.	.	-0.13	1026	-0.1	0.34	.	.
CCOc1cc(NC(=S)NCCCN2CCOCC2)c(OCC)cc1NC(=O)c1ccc(OC)cc1
  .	.	-8	1507	.	.	i	-0.18	-14	-0.1	.	1	-0.65	.	0.0	-0.0085	.	i
Cn1c(N)c(Br)c(-c2ccc(F)cc2)c(C#N)c1=O
  2.4	7%	-2	1077	11	0.13	i	0.32	4	-0.3	10%	-12	0.027	1201	-4.2	0.45	4.2	i
CCOC(=O)c1[nH]c2c(c1-c1ccccc1)C(=O)CC(c1ccc(OCC)cc1)C2 (stereo unspecified)
  2.2	8%	-13	526	2.7	-0.86	.	-0.17	11	-0.27	6%	-5	-0.22	1132	4.1	0.74	2.4	i
O=C(Nc1nc(-c2ccc3ccccc3c2)cs1)C1CCN(S(=O)(=O)c2cccs2)CC1
  3.4	15%	-23	490	20	-0.53	i	-1.4	14	-0.18	16%	-13	3	1021	-2.2	1.3	3.7	i
CN(Cc1nc2ccc(F)cc2[nH]1)Cc1nc(CC2CC2)no1
  1.1	-1%	3	981	1.4	-0.44	i	0.89	-9	-0.37	-4%	-10	-0.55	1726	2.5	-0.12	0.9	i
CN(C)C=NC1=NN(c2cccc(C(F)(F)F)c2)CC1
  1.5	16%	17	910	4.2	-0.74	i	1.1	5	-0.22	12%	22	-0.31	1952	-0.7	-0.68	1.3	i
COc1ccc(-c2cc(C(F)(F)F)nc(SCC(=O)N(C)Cc3cnn(C)c3C)n2)cc1OC
  1.9	21%	-5	896	2.7	-0.19	i	0.71	-1	-0.31	9%	-5	-0.52	1426	-0.4	-0.51	2.9	i
O=Nc1c(O)n(Cc2ccc(Cl)cc2)c2ccccc12
  1.9	-6%	-5	1279	6.6	3*	i	0.35	1	-0.19	-4%	15	-1.2	1363*	-0.7	-0.55	1.3	i
OCCN1CCN(C(=S)c2ccc(-c3ccccc3)cc2)CC1
  .	.	.	1286	.	-1.1	i	0.99	.	-0.27	.	.	0.13	1416	0.4	-0.16	.	.
CC(C)N1CCN(Cc2ccccc2-c2ccco2)CC1CCO (stereo unspecified)
  2.5	1%	-2	903	4.8	.	i	-1.4	15	-0.13	0%	7	-0.41	.	2.8	-0.28	2.3	i
Cc1ccc(-c2ccccc2)n1-c1ccc(C(=O)O)cc1
  2.8	-12%	1	493	1.2	0.12	i	-0.48	15	-0.17	-8%	-8	0.21	1203	3.7	0.18	2.9	i
CCn1ccnc1CN(C)Cc1nc(Cc2cccc(C(F)(F)F)c2)no1
  2.9	2%	-14	1021	6.5	0.07	i	0.28	30	-0.37	-3%	-4	0.55	1361	2.5	0.2	3.2	i
CCOc1ccc(Cl)cc1/C=N/NC(=O)c1ccccc1
  2.2	-7%	-3	603	4.7	0.9	i	0.81	-18	-0.31	-14%	-8	-0.76	1260	-3.3	-0.67	2.6	i
Cc1cc(C(=O)CSc2nc(N)cc(=O)[nH]2)c(C)n1CCc1ccc(F)cc1
  1.9	-7%	.	1374	7.0	0.19	i	-0.0025	7	-0.11	9%	.	-0.96	1593	-1.2	-0.29	2.4	i
C=CCOc1ccc(/C=C2\N=C(C)OC2=O)cc1OC
  .	.	.	1337	.	0.21	i	-0.1	.	-0.11	.	.	-0.66	1073	-0.6	0.1	.	.
O=C(C1=C[C@H](c2ccc(C(F)(F)F)cc2)C[C@H](OCCCCO)O1)N1CCN(Cc2ccccc2)CC1
  2.0	2%	-18	1140	8.4	-0.42	.	0.2	2	-0.21	18%	-13	-0.8	1085	-2.7	-0.13	2.3	i
CC(C)Cn1c(N)c(C(=O)CSc2nc3ccccc3n2C)c(=O)n(C)c1=O
  1.9	1%	4	1286	10	-0.08	i	0.16	2	-0.19	-1%	13	-0.26	1574	0.6	-0.21	1.8	i
Cc1ccc(C(C)NC(=O)Cn2nc(C)c([N+](=O)[O-])c2C)cc1 (stereo unspecified)
  2.2	26%	-6	891	6.4	.	i	0.73	14	-0.26	14%	-16	-0.78	.	-1.6	-0.61	3.5	i
O=C(CSc1n[nH]c(C2CCCC2)n1)NC1CCCC1
  4.1	-8%	30	1150	3.5	1	i	0.63	2	-0.17	-10%	7	-0.2	1356	2.1	0.15	2.7	i
CCC(=O)NC(c1cccs1)c1cc([N+](=O)[O-])c2cccnc2c1O (stereo unspecified)
  0.8	-3%	13	.	11	1	34µM*	0.81	15	-0.26	44%	-12	0.12	1398	.	0.072	2.2	i
CC(C)CCSc1nc2ccccc2[nH]1
  2.6	5%	17	1070	8.3	1	i	1	1	0.0038	10%	8	0.044	1229	-0.7	0.36	6.6	i
CC(C)Cc1nnc(NC(=O)CCC(=O)N2CCN(S(=O)(=O)c3ccccc3)CC2)s1
  2.5	-6%	12	962	2.2	0.55	i	-0.27	-9	-0.31	-10%	0	-0.05	1350	-1.1	-0.29	3.7	i

Part of the list above in order of number of heavy atoms, lowest first.
Screens in order: MT stabilize HCS Hoechst-high %	human PMI inhibition	WT yeast gro inh mutant strain	bCat nuc transl cell count 5 µM	MT stabilize HCS cytotoxicity %	Insulin prom up	Yfh1-depleted yeast	Dynein cargo inh cell count	Autophagy HCS cell loss 18 h	Dynein cargo inh cytoplasmic EGFP	PMI inhibition	WT yeast gro inh	Dynein cargo inh	Insulin prom up cell count	bCat nuc transl	Dynein cargo inh nuclear GR-EGFP	MT stabilize HCS	Autophagy HCS
CC(C)CCSc1nc2ccccc2[nH]1
  2.6	5%	17	1070	8.3	1	i	1	1	0.0038	10%	8	0.044	1229	-0.7	0.36	6.6	i
COc1ccc2nc(SCC(=O)Nc3cc(OC)c(OC)cc3C(=O)O)c(C)cc2c1
  1.9	-4%	-12	1020	6.8	0.07	i	0.58	-13	-0.34	2%	-5	-0.64	1272	-1.2	-0.26	3.5	i
CCOc1cc(NC(=S)NCCCN2CCOCC2)c(OCC)cc1NC(=O)c1ccc(OC)cc1
  .	.	-8	1507	.	.	i	-0.18	-14	-0.1	.	1	-0.65	.	0.0	-0.0085	.	i
